# From PubChem
# NOD2 inhibition – inhibition of NOD2-driven NF-kB reporter – cell-based, luminescence, uHTS, HEK293 (AID 1566); inhibition, % at 4 µM; hits with a dose series show EC50 in µM; 0.63% of 290,000 active; HEK293 NOD2/NF-kB luciferase reporter, luminescence; higher % means a stronger effect; also: many of its hits are not listed in these tables
# XIAP antagonists – XIAP antagonists, biochemical, IAP family, fluorescence polarization (AID 1018); XIAP BIR domain, fluorescence polarization peptide displacement; higher % means a stronger effect; one-dose displacement, % at 20 µM; IC50 in µM for titrated hits; 0.007% of 200,000 active; in the data active = displacement above about 50%; also: a part of the inactive calls stands beside numbers as strong as those of hits
# KOR beta-arrestin-1 – KOR agonists, beta-arrestin recruitment, primary screen, cell-based, luminescence, uHTS (AID 1777); activation, % at 10 µM, or EC50 in µM where a hit was titrated; KOR beta-arrestin recruitment, luminescence; higher % means a stronger effect; 0.02% of 280,000 active; in the data active = activation above about 50%, passing the limit was not always enough; also: a part of the inactive calls stands beside numbers as strong as those of hits
# human PMI inhibitors – MPI inhibition at elevated mannose 6-phosphate – biochemical, fluorescence intensity, high mannose 6-phosphate, primary screen (AID 1220); recombinant PMI enzyme, coupled fluorescence intensity; higher % means a stronger effect; inhibition, % at 20 µM; hits with a dose series show IC50 in µM; 0.66% of 190,000 active
# KOR beta-arrestin-2 – kappa opioid receptor blockers – cell-based, luminescence, uHTS (AID 1778). inhibition, % at 10 µM, or IC50 in µM where a hit was titrated. 0.091% of 290,000 active. KOR beta-arrestin recruitment, luminescence, antagonist mode; higher % means a stronger effect; also: strong numbers were not always called active
# NOD1 inhibition – NOD1 signaling inhibitors, primary screen, cell-based, luminescence, uHTS (AID 1578); NOD1-driven NF-kB luciferase reporter cells, luminescence; higher % means a stronger effect; one-dose inhibition, % at 4 µM; EC50 in µM for titrated hits; 1% of 290,000 active; in the data active = inhibition mostly above about 36%, no sharp cut-off; inactive = mostly below about 34%;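 also: HEK-293T reporter cells stimulated with the NOD1 agonist gamma-tri-DAP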
# PMI inhibitors – inhibitors of human PMI, primary screen, biochemical, fluorescence intensity, coupled assay (AID 1209); purified PMI enzyme, coupled fluorescence intensity; higher % means a stronger effect; one-dose inhibition, % at 20 µM; IC50 in µM for titrated hits; 0.42% of 190,000 active;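 also: plate controls were DMSO vehicle for no effect and wells lacking substrate for full effect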
# LYP phosphatase – PTPN22 lymphoid phosphatase activity blockers – biochemical, fluorescence intensity, uHTS (AID 1779). recombinant LYP phosphatase, fluorescence intensity; higher % means a stronger effect. inhibition, % at 11.5 µM, or IC50 in µM where a hit was titrated. 0.054% of 290,000 active;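 also: plate controls were vehicle with enzyme for no effect and no enzyme for full effect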
# TNAP activators – stimulation of alkaline phosphatase TNAP activity – biochemical, luminescent, no phosphate acceptor, uHTS, primary screen (AID 1001). purified TNAP, luminescent activation assay, no phosphate acceptor; higher activation fold means a stronger effect. one-dose activation fold at 20 µM; EC50 in µM for titrated hits. 0.03% of 200,000 active; in the data active = activation fold from about 3, or a potency from the dose series; inactive = the rest, 99 in 100 with activation fold below about 1.6; also: many of its hits are not listed in these tables
# * marks the source's active call; other numbers are inactive results; · = not tested or not shown; [ ] = another dose, or the depositor's remark. Rule as the data show it, unless noted: active = inhibition above about 50%; inactive = the rest. Some of the compounds tested, so the mix of outcomes need not match the whole.
molecule | NOD2 inhibition | XIAP antagonists | KOR beta-arrestin-1 | human PMI inhibitors | KOR beta-arrestin-2 | NOD1 inhibition | PMI inhibitors | LYP phosphatase | TNAP activators
CCCCC(CC)CNC(=O)C(=O)C1C(=O)Nc2ccccc21 (stereo not given) | 3% | -2.1% | -8.3% | -32% | 21% | -20% | -31% | -6% | 1.1
Cc1ccc(C(=O)Nc2ccc3c(c2)CCC3)cc1 | -138% | -2.3% | -0.2% | 0% | -13%[20 µM] | -15% | 11% | -5% | 1.1
CCCC(=O)N1CCN(c2ccc(NC(=O)c3sc4ccccc4c3Cl)cc2)CC1 | 12% | 2.0% | 1.6% | -8% | -50% | 17% | -7% | -3% | 1.1
O=C(NCCc1ccccc1)c1ncn[nH]1 | 13% | -3.8% | -5.9% | 14% | 1% | 7% | 19% | 1% | 1.1
O=C1NC(=O)c2cc(Br)cc3cccc1c23 | -13% | -4.2% | -5.2% | -6% | -2% | -23% | -4% | -3% | 1.1
Cc1ccc(NC(=O)/C(=C/C=C/c2ccccc2)NC(=O)c2ccccc2)cc1 | 0% | -2.4% | 0.2% | 6% | 22% | -10% | 12% | 3% | 1.1
COc1ccc(C(C(=O)NC2CCCC2)N(C(=O)c2ccco2)c2ccccc2C(C)=O)cc1OC (stereo not given) | 19% | · | -2.1% | · | 20% | -54% | · | -5% | ·
O=Nc1c(O)n(Cc2cccc(C(F)(F)F)c2)c2ccccc12 | -51% | -5.3% | 4.2% | 15% | -64%[20 µM] | 83%* | 14% | -1% | 1.1
CSC1=NCCN1CCOc1ccccc1 | 11% | -3.9% | -3.5% | -48% | 34% | -25% | -34% | -8% | 1.1
O=C(O)CC1(CC(=O)Nc2ccc(Cl)cc2C(=O)c2ccccc2)CCCC1 | 10% | · | 1.9% | · | 9% | 5% | · | -6% | ·
Cn1c(NC(=O)C2CC2)cc(=O)n(C)c1=O | 5% | -2.3% | -8.1% | -7% | -20% | -2% | -1% | -12% | 1.2
CSc1n[nH]c(N)c1S(=O)(=O)c1ccc(Cl)cc1 | 19% | · | -3.0% | · | 1% | -9% | · | -3% | ·
N=c1n(Cc2ccccc2)c2ccccc2n1CC(O)c1ccccc1 (stereo not given) | -4% | -3.5% | 33% | 8% | 0% | -18% | 6% | -4% | 1
Cc1cnc(NC(=O)CSc2nnc(C)n2N)s1 | 3% | -1.1% | 1.1% | 8% | -25% | -28% | -3% | 1% | 1.1
CCN(c1ccccc1)S(=O)(=O)c1cc(C(=O)Nc2cccc(Cl)c2)ccc1F | 12% | -6.3% | -0.1% | -10% | -24% | -19% | -2% | -1% | 0.8
Cc1cc(C)n(C(=O)c2nn(C)c(C)c2[N+](=O)[O-])n1 | -13% | 3.5% | -2.4% | -17% | -9% | -11% | -13% | -8% | 1.1
CC(NC(=S)Nc1ccc(S(N)(=O)=O)cc1)c1ccc2c(c1)OCO2 (stereo not given) | 2% | -4.0% | 1.5% | 4% | 14% | -21% | -1% | 0% | 1
Nc1nonc1C(=O)NCCNC(=O)c1ccc(Cl)c(Cl)c1 | 16% | · | -3.5% | · | 5% | -16% | · | -3% | ·
CC1(C)c2ccccc2N2CC(=O)N(CC(N)=O)C21C (stereo not given) | 18% | -37% | -3.2% | -2% | -11% | 13% | 3% | -8% | 1.2
C=CCCC(=O)N1CCCC(C(=O)c2cccc(OC)c2)C1 (stereo not given) | 0% | · | -4.7% | · | -48%[20 µM] | 21% | · | -6% | ·
CC1CCCN(c2sc(S(C)(=O)=O)nc2S(=O)(=O)c2ccc(Cl)cc2)C1 (stereo not given) | -2% | · | 2.3% | · | -29% | 8% | · | -3% | ·
COc1ccc(OCc2nnc(SCC(=O)N(C)Cc3ccccc3)n2N)cc1 | 12% | -4.0% | -2.7% | 23% | 4% | -10% | 50%* | -12% | 1.1
COc1ccc(CCN2C(=NC(=O)CC(C)C)SC3CS(=O)(=O)CC32)cc1 (stereo not given) | 9% | -4.1% | -5.4% | -4% | 2% | 7% | 11% | -3% | 1
CCN=c1scc(-c2ccc(F)cc2)n1/N=C/c1ccccn1 | -44% | -8.6% | -1.8% | -74% | -41% | -26% | -43% | -1% | 1
O=C(Nc1ccc(NC(=O)c2ccncc2)cc1)c1ccncc1 | 16% | · | 2.3% | · | 8% | -14% | · | -2% | ·
C(=C\c1ccccc1)/CSc1nnc(-c2cccnc2)n1Cc1ccco1 | -8% | -3.7% | -4.7% | -44% | -8% | -1% | -21% | 0% | 1
O=C(CSc1ccccc1)Nc1ccc(N2CCOCC2)cc1 | -19% | 0.1% | -7.9% | -14% | 11% | -10% | -11% | -7% | 1.2
COc1ccc(CC(=O)N2CCOCC2)cc1OC | -8% | -8.8% | 3.3% | 0% | -24% | -27% | 0% | 1% | 1
O=C(Nc1ccc(F)cc1)c1ccc2[nH]c(=O)c(=O)[nH]c2c1 | 4% | · | 3.4% | · | -8% | -10% | · | -8% | ·
C=CCn1c(N)cc(=O)nc1SCC(=O)Nc1cccc2ccccc12 | 14% | -1.7% | -0.2% | 3% | -8% | 12% | 2% | -7% | 1.1
CCOc1ccc(C(=O)Nc2ccc(Cl)cn2)cc1Cl | -124% | -5.8% | 3.1% | 5% | -71% | -53% | -7% | 80%* | 0.9
CC1(C)CC(=O)C(Br)=C(O)C1 | -1% | -5.9% | -1.2% | 6% | -11% | -20% | 6% | -6% | 1.1
CC(=O)c1ccc(N2CCN(S(=O)(=O)c3ccc4c(c3)CC(=O)N4C)CC2)cc1 | 2% | · | 4.0% | · | -3% | -19% | · | -7% | ·
CCOC(=O)C1CCN(c2c(NCCN3CCN(c4ccccc4)CC3)c(=O)c2=O)CC1 | 19% | 0.5% | 0.0% | -3% | -1% | -15% | 1% | 4% | 1.1
O=C(COC(=O)/C=C/c1ccccc1Cl)NCCc1ccc(Cl)cc1Cl | 10% | -4.3% | 5.0% | -4% | 10% | 0% | 2% | -6% | 1.1
CCCCC(O)(CCCC)C(=O)NNc1ccccc1 | -7% | -3.0% | 0.3% | -5% | 27% | -36% | -5% | -8% | 1
O=C1Nc2ccccc2/C1=C/c1cccnc1 | -26% | -4.5% | -4.1% | -3% | -9% | -21% | 0% | -3% | 1
CN(CCNC(=O)C1CCN(c2ncnc3c2nc2n3CCCCC2)CC1)Cc1ccccc1 | 17% | · | 3.5% | · | -36% | 1% | · | -7% | ·
Cc1ccccc1N1CCN(C2CCCN(C(=O)c3cn4cccc(C)c4n3)C2)CC1 (stereo not given) | 9% | · | -1.6% | · | -14% | -4% | · | -12% | ·
Cn1cnnc1SCC(=O)Nc1ccc(Cl)cc1 | -3% | · | -2.9% | · | 8% | -24% | · | -6% | ·
CCOC(=O)C1=C(C)NC(C)=C(C(=O)OCC)C1C(=O)OCC(N)=O | 13% | -4.6% | -7.1% | -8% | 19% | -15% | -9% | -10% | 1.1
Cc1c(Br)c(C(=O)NNC(=O)c2ccc(C(C)(C)C)cc2)nn1C | 4% | · | -1.4% | · | -12% | 2% | · | -3% | ·
CC(=O)Nc1ccc(C(=O)OCCC(C)C)cc1 | -26% | -3.1% | -0.5% | 4% | -26% | -38% | 6% | -5% | 1.1
O=C(COC(=O)c1ccc(Cl)nc1)Nc1cc(S(=O)(=O)N2CCCCC2)ccc1Cl | 11% | -2.7% | -1.0% | -5% | 25% | -16% | 7% | -4% | 1
CCOC(=O)c1cc(-c2ccccc2)n(CC(=O)Nc2cc(OC)cc(OC)c2)c1C | 18% | -4.2% | 4.9% | 4% | 14% | 10% | 4% | -4% | 1.1
Cc1cc(C(=O)Nc2ccccc2C)on1 | -26% | · | 0.2% | · | 15% | -23% | · | -3% | ·
CC(=O)Nc1ccc(S(=O)(=O)Nc2cc([N+](=O)[O-])ccc2C)cc1 | 4% | -3.7% | -0.9% | -10% | 2% | -21% | -6% | -7% | 1
CC(C)Cc1nc(N2CCCCC2)c(C#N)c2c1CCC2 | -21% | -3.2% | -1.7% | 8% | 6% | -51% | 9% | -6% | 1.1
Cc1noc(C)c1S(=O)(=O)Nc1ccc(C(C)C)cc1 | 2% | · | 0.2% | · | -24% | -4% | · | -6% | ·
CC(NC(=O)c1ccco1)c1cccc2ccccc12 (stereo not given) | -17% | 1.0% | -3.7% | 5% | -25% | -34% | -2% | -2% | 1.1
c1ccc(Nc2nc(-c3ccccc3)nc3ccccc23)cc1 | 17% | · | 2.1% | · | -55%[20 µM] | -19% | · | -8% | ·
O=C(NCc1ccc2c(c1)OCO2)c1ccc(Br)o1 | 15% | · | -0.8% | · | -13% | -1% | · | -5% | ·
O=C(Nc1nnc(-c2ccccc2)o1)c1nc2ccccc2s1 | 6% | · | -0.9% | · | 13% | 0% | · | -3% | ·
Nc1c(Cl)cc2c(c1Oc1ccccc1)C(=O)c1ccccc1C2=O | -10% | -5.6% | -3.6% | 5% | 13% | -31% | 8% | -9% | 0.9
O=C1C2C3CCCC3=C3CCCC3C2C(=O)N1c1ccc(F)cc1 (stereo not given) | 6% | -2.5% | 6.1% | 10% | 16% | 4% | 10% | 3% | 1.1
O=C1CSc2ccc(S(=O)(=O)NCc3ccc(F)cc3)cc2N1 | 3% | · | 1.3% | · | -16% | 19% | · | -14% | ·
C=CCN1C2CCCC1CC(NC(=O)Nc1cccc(C(C)=O)c1)C2 (stereo not given) | 12% | -1.8% | 0.5% | -1% | -18% | 3% | 4% | -10% | 1.1
COc1ccc(C2=CC(=O)OC3(CCCCC3)O2)cc1 | 9% | -8.3% | 8.5% | 8% | -20% | 0% | 14% | 2% | 1
Cc1ncc([N+](=O)[O-])n1CC(=O)Nc1cc(Cl)ccc1Cl | 10% | · | -4.6% | · | 9% | -9% | · | -8% | ·
COc1ccc(CNC(=O)C(NS(=O)(=O)c2cccc3nsnc23)C(C)C)cc1 (stereo not given) | 8% | · | -1.4% | · | -27% | -26% | · | -11% | ·

# Later entries.
molecule | NOD2 inhibition | XIAP antagonists | KOR beta-arrestin-1 | human PMI inhibitors | KOR beta-arrestin-2 | NOD1 inhibition | PMI inhibitors | LYP phosphatase | TNAP activators
CC1CCCCC12NC(=O)N(CC(=O)NC1CCCc3ccccc31)C2=O (stereo not given) | -16% | 0.8% | 8.3% | 4% | -15% | -21% | 6% | 2% | 1
COc1ccc(N2CCN(C(C)C(=O)N3CCc4ccccc43)CC2)cc1 (stereo not given) | -10% | · | 4.6% | · | -12% | 25% | · | -6% | ·
CCN(CC)CC(=O)Nc1cc(N(C)C)nc2ccccc12 | 12% | · | -1.7% | · | 27% | -3% | · | -4% | ·
C=CCC1c2cccc(C(=O)O)c2C(=O)N1c1cccc(OC)c1 (stereo not given) | 5% | -14% | 1.6% | 12% | -34%[20 µM] | 10% | 10% | -3% | 1.1
Cc1ccccc1NCc1ccc([N+](=O)[O-])s1 | -12% | · | -4.6% | · | -21%[20 µM] | -7% | · | 1% | ·
CC(=O)Nc1nnc(SCC(=O)Nc2ccc(N3CCOCC3)c(Cl)c2)s1 | 4% | · | 4.9% | · | 28% | -3% | · | -5% | ·
COc1ccc(NC(=O)C2CCCCN2N)cc1OCC(C)C (stereo not given) | 12% | -5.0% | -1.6% | -2% | -3% | -10% | 3% | -2% | 1

# Just TNAP activators and KOR beta-arrestin-1 (three entries from above):
Compound | TNAP activators | KOR beta-arrestin-1
CC(=O)Nc1nnc(SCC(=O)Nc2ccc(N3CCOCC3)c(Cl)c2)s1 | · | 4.9%
CCN(CC)CC(=O)Nc1cc(N(C)C)nc2ccccc12 | · | -1.7%
Cc1ccccc1NCc1ccc([N+](=O)[O-])s1 | · | -4.6%
